High-throughput results deposited in PubChem BioAssay by several laboratories.
KLF5 inhibitor: KLF5 expression inhibitors, primary screen, DLD-1 cells, luminescence; AID 1700, 2009; DLD-1 KLF5 promoter-luciferase reporter; inhibition, % at 5 µM; 290,000 compounds, 0.23% hits;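 active = inhibition above a per-plate limit of that plate's mean compound inhibition plus 3 SD, cut at about 60% in these data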;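 also: 0% = DMSO wells and 100% = LY294002 at 200 µM; higher means less KLF5 promoter-driven luciferase light; inactives centre near -14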
IEC-6 tox: cytotoxicity in IEC-6 intestinal epithelial cells, primary screen, cytotoxicity control for KLF5 inhibitor project, cell-based, luminescence. AID 1825, 2009. inhibition, % at 5 µM. IEC-6 cytotoxicity, luminescence viability. 290,000 compounds, 0.78% hits; in the data active = inhibition above about 22%;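 also: 0% = plate median of test compound wells and 100% = cytotoxic reference compound wells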
HSF1 inh: HSF1 inhibitors in luciferase reporter cells, primary screen, cell-based, NIH3T3, luminescence. AID 2098, 2009. NIH3T3-HGL HSE-luciferase, MG132-induced, luminescence 8 h; active compounds read low. 300,000 compounds, 0.77% hits. activity change, negative = inhibition, % at 7.5 µM (by protocol);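 active = more than half of replicate wells show activity change below -50%, luminescence cut by over half; inconclusive = some wells, but at most half, below -50%; inactive = no replicate well below -50%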;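 also: luciferase reports HSF-1 transcriptional activity via heat shock element; 0% = median of DMSO wells and -100% = zero luminescence signal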
GSK3A inh: blockers of GSK3A enzyme activity – biochemical, luminescence, cell-free homogeneous, HTS, primary screen; AID 2650, 2010; Glycogen synthase kinase-3 alpha (Homo sapiens), P49840; 320,000 compounds, 0.1% hits; GSK-3 alpha kinase, ADP-Glo luminescence, 60 min; inhibition, % at 10 µM;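 in the data active = inhibition above about 50%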;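 also: GST-tagged GSK-3 alpha with peptide substrate and 25 µM ATP; 0% = DMSO neutral wells and 100% = GW8510 positive control wells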
Target sequence (P49840 whole entry, looked up): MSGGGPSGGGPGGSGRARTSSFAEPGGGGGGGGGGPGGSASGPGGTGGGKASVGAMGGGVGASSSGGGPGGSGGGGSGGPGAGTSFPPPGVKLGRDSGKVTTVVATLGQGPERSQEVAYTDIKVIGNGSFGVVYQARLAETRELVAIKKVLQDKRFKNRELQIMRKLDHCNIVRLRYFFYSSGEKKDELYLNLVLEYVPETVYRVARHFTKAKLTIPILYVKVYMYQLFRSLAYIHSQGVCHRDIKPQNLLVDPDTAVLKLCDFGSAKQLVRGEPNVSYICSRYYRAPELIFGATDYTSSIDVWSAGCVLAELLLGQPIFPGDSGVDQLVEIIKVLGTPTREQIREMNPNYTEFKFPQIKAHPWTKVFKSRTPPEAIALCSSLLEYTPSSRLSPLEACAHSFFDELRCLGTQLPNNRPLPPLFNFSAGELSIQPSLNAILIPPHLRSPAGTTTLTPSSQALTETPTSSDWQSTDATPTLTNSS
Platelet DG rel: inhibitors of platelet dense granule secretion, primary screen, cell-based, MLPCN, human platelets | human platelet-rich plasma, SFLLRN dense granule ATP release, luminescence | inhibition, %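 (compounds screened at 7.5 µM in platelet-rich plasma)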 | 300,000 compounds, 0.22% hits | AID 1663, 2009;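 active = mean replicate score, as percent of positive control, at or above 50; inconclusive = mean below 50 but at least one replicate at or above 50; inactive = mean and every replicate below 50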
HSF1 activator: HSF-1 activators, primary screen, NIH3T3-HGL cells, MG132 stress, luminescence, single point; 300,000 compounds, 1.7% hits; activation, % at 9 µM; NIH3T3-HGL HSF-1 luciferase reporter, 8 h; 100% = twice DMSO control signal;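 active = mean replicate activation of at least 50% with a set share of replicates each reaching 50%; inconclusive = only one of those two conditions met; inactive = mean below 50% and too few replicates reaching it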;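 also: 0% = median of the neutral control wells and 100% = twice that signal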
HSP90 refold inh: HSP90 inhibitors, primary screen, cell lysate, luminescence | Heat shock protein HSP 90 (rabbit reticulocyte lysate; luciferase refolding) | Rabbit reticulocyte lysate, luciferase refolding luminescence, 3 h | inhibition, % at 5.6 µM | 290,000 compounds, 0.91% hits | AID 1789, 2009;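 active = inhibition above the screen-wide mean plus 3 SD, computed separately per campaign, cut at about 16% in these data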;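 also: 0% = DMSO wells and 100% = 60 µM geldanamycin wells; inhibitors lower the luminescence because luciferase stays unfolded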
GSK3beta inhib: human GSK3beta kinase inhibitors, primary screen, biochemical, cell-free homogeneous, HTS. 300,000 compounds, 0.038% hits. activity score (negative = inhibition), % at 10 µM. GST-GSK3beta kinase, ADP-Glo luminescence, 60 min; active compounds read low. AID 2097, 2009;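 active = more than half of replicate wells score below -50%, meaning over 50% inhibition versus plate controls; inconclusive = some replicates but at most half score below -50%; inactive = no replicate scores below -50%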;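 also: 0% = median DMSO wells and -100% = median GW8510 positive control wells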
Target sequence (P49841 whole entry, looked up): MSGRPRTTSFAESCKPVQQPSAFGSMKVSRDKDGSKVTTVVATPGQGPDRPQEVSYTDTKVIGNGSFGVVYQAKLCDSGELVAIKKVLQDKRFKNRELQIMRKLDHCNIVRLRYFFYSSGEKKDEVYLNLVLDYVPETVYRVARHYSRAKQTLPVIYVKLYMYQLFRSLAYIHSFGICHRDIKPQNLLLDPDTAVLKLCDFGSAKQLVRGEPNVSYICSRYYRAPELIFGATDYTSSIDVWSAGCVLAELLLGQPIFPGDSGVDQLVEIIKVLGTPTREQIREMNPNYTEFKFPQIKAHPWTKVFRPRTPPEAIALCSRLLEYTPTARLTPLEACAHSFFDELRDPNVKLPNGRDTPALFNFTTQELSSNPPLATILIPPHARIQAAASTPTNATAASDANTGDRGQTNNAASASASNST
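Assay system: GST-fused GSK3beta enzyme, cell-free / Medium: Tris pH 7.5 buffer with MgCl2, DTT, BSA, heparin / Also added: peptide substrate plus 25 µM ATP (final) / Compound: 10 µM single point / Timing: kinase reaction with compound 60 min at room temperature / Detection: ADP-Glo luminescence / Benchmarks: DMSO neutral wells and GW8510 at 20 µM as positive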
DYRK1A inh: rat Dyrk1A kinase inhibitors, primary screen, biochemical, single point, plate reader | Dual specificity tyrosine-phosphorylation-regulated kinase 1A (Rattus norvegicus), Q63470 | ADP-Glo luminescence, NFATc1 peptide | inhibition, % at 12.5 µM | 310,000 compounds, 0.43% hits; in the data active = inhibition above about 50%;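 also: plate controls were vehicle with enzyme for no effect and no enzyme for full effect; many of its hits are not listed in these tables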
aSyn 5UTR inh: MLPCN primary screen, SNCA 5' untranslated region; alpha-synuclein 5'UTR reporter, inhibitor activity; inhibition, % (tested at 7.5 µM); 300,000 compounds, 0.82% hits; in the data active = inhibition above about 60%; inconclusive = no clear call, values can overlap the other calls;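 also: H4 neuroglioblastoma cells stably carrying SNCA 5'UTR luciferase fusion; 0% = DMSO wells and 100% = positive control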
Starred values were filed as active, the others as inactive; ? = inconclusive; · = no result given. These rows are one share of the data (hit frequency here may not be typical).

Sample of the layout (2 entries):
SMILES	KLF5 inhibitor	IEC-6 tox	HSF1 inh	GSK3A inh	Platelet DG rel	HSF1 activator	HSP90 refold inh	GSK3beta inhib	DYRK1A inh	aSyn 5UTR inh
CC(C)C1N(C(=O)N2CCOCC2)CCN1S(=O)(=O)c1ccccc1 (centres undefined)	-6	2	-2	-2	-9	0	3	-1	-3	2
CCc1ccccc1NC(=O)N1CCCc2ccccc21	-2	2	-39	0	3	-42	0	-5	-6	17

Main list (from the top)
SMILES	KLF5 inhibitor	IEC-6 tox	HSF1 inh	GSK3A inh	Platelet DG rel	HSF1 activator	HSP90 refold inh	GSK3beta inhib	DYRK1A inh	aSyn 5UTR inh
CC(C)C1N(C(=O)N2CCOCC2)CCN1S(=O)(=O)c1ccccc1 (centres undefined)	-6	2	-2	-2	-9	0	3	-1	-3	2
CCc1ccccc1NC(=O)N1CCCc2ccccc21	-2	2	-39	0	3	-42	0	-5	-6	17
Cc1ccc(CNC(=O)c2ccc(CS(=O)Cc3cccc(Cl)c3)o2)cc1 (centres undefined)	19	-6	-8	1	-6	18	0	3	-5	15
CCOc1cc(C#N)ccc1OCC(=O)N1CCc2ccccc2C1	-35	-2	-7	-1	-7	-6	-3	·	-5	15
CS(=O)(=O)N(Cc1ccccc1)c1ccc(C(=O)Nc2ccc3c(c2)OCO3)cc1	0	-6	-4	-3	3	2	4	0	5	39
CCOC(=O)C(C)N1N=C(/C=C/c2ccc(C)cc2)CCC1=O (centres undefined)	5	-2	10	0	0	33	1	2	-5	-4
CCOc1ccc(N2CC(C(=O)Nc3cccc(S(=O)(=O)N4CCCCC4)c3)CC2=O)cc1 (centres undefined)	13	7	-3	0	-6	-2	-2	4	-2	27
CCC(Sc1ccc2nnc(-c3ccc(OC)c(OC)c3)n2n1)C(=O)O (centres undefined)	4	5	-6	19	-1	-10	0	0	2	-11
COc1ccc(NC(=O)c2ccc(COc3ccccc3)o2)cc1	-30	5	3	·	-8	44	-2	0	-1	-27
Cc1ccc(Nc2cc(C)nn2-c2nc(C)cc(=O)[nH]2)cc1	41	101*	-8	-5	-4	-8	0	4	-4	28
C/C(=N\NC(=O)CNc1ccc(F)cc1)c1cc2ccccc2o1	-7	-7	4	1	-2	-2	4	-4	1	23
CCOC(=O)C1=C(CNC2CCCCC2)NC(=O)NC1c1cc(C)ccc1C (centres undefined)	-15	0	1	-2	12	24	-1	-2	·	25
Nc1nonc1OCCN1CCN(c2ccc([N+](=O)[O-])c3cccnc23)CC1	15	9	-2	0	2	9	3	4	-1	16
COc1ccccc1CNC(=O)[C@H](C)NC(=O)C1CCN(C(=O)[C@@H](N)CCSC)CC1	-12	-1	0	0	1	-6	-1	1	-3	13
COc1ccc(CN2CCCCC2C)cc1C (centres undefined)	-16	2	-4	-2	-2	-16	-3	2	2	13
O=C(CCS(=O)(=O)c1cccc2nonc12)Nc1ccc(Br)cc1	-26	5	-3	-1	-2	18	2	0	-1	-9
O=C(Nc1nnc(Cc2ccc(F)cc2)s1)Nc1ccccc1F	-11	3	1	-1	3	0	0	-2	-2	-26
Cc1ccc(S(=O)(=O)N(CC(=O)N2CCCCCC2)c2ccccc2)cc1	6	-2	19	-5	11	9	-1	-4	2	-13
Cc1c(Cl)cccc1NC(=O)CCN1CCCC(C)C1 (centres undefined)	-18	-3	-4	0	-7	3	1	-2	-3	2
Cc1ccc2nc3c(cc(C(=O)NCCc4ccccc4)c(=N)n3CCN3CCOCC3)c(=O)n2c1	-21	8	1	2	3	15	4	4	1	-32
COc1cccc(C(c2nnnn2CCc2ccccc2)N2CCN(c3ccccc3)CC2)c1OC (centres undefined)	4	0	2	2	-4	4	4	-9	3	16
COc1cc(NC(=O)Nc2cc(C)on2)cc(OC)c1OC	-13	-1	-2	1	-9	18	2	0	-10	13
CCOc1cc(NC(=S)Nc2cccc(OC)c2)c(OCC)cc1NC(=O)C1CC1	7	-3	21	0	1	36	0	-2	2	-43
CCc1ccccc1NC(=S)N(Cc1cccs1)C1CCCC1	-30	-2	-6	0	4	3	1	1	-7	19
O=C(NC1CCCC1)c1cc(-c2ccc(Cl)cc2Cl)on1	-185	-2	19	1	-8	50	3	1	-6	-122
COC(=O)[C@H](C)NC(=O)c1cc2c(cn1)[nH]c1ccccc12	3	-1	2	-1	8	14	0	4	-1	1
COc1ccccc1/C=C/CN1CCC(Oc2ccc(C(=O)N3CCCC3)cc2)CC1	-14	-3	4	-1	-4	22	1	-1	3	0
O=C(Nc1ccc2c(c1)OCO2)Nc1ccc(Cl)cc1Cl	-21	2	12	0	-3	16	0	1	4	-112
CCOC(=O)N1CCN(CC(O)COCCC23CC4CC(CC(C4)C2)C3)CC1 (centres undefined)	-15	6	0	-2	2	-8	2	1	-6	13
Cc1cc(F)ccc1NC(=O)c1cc(S(=O)(=O)N2CCc3ccccc32)cn1C	-16	4	4	-3	3	-4	-1	-2	-1	1
COc1ccccc1NC(=O)NCCc1c[nH]c2ccccc12	-7	6	4	1	0	9	-3	1	0	-3
NC(=O)C1CCN(C2CC(=O)N(Cc3ccc(N4CCCC4=O)cc3)C2=O)CC1 (centres undefined)	11	0	-6	·	7	-9	5	1	-1	11
Cc1ccc(OCC(=O)NC(=S)Nc2cccc(NC(=O)c3ccc(Cl)cc3Cl)c2)cc1	-40	-4	3	0	-5	1	1	1	2	30
O=c1c2ccccc2oc2cc(C#Cc3ccccn3)ccc12	·	·	40	-2	5	63*	·	2	4	-67
COc1ccc(CCCc2nnc(SCC(=O)Nc3ncc(C)s3)o2)cc1	1	6	1	1	3	37	-3	0	11	-7
CCOc1ccc(S(=O)(=O)NCCC(=O)N2CC(C)CC(C)C2)cc1 (centres undefined)	·	·	0	-1	-1	-5	·	0	1	-5
CCOCCCNC(=S)NCCNc1nc2ccc(C)cc2cc1C#N	-17	-9	4	-2	5	5	1	3	-4	33
COc1ccccc1OCCn1cc(/C=N/NC(=O)c2ccncc2)c2ccccc21	16	0	0	4	4	17	-2	-1	6	13
O=C(NCc1cccnc1)Nc1ccc2c(c1)OCO2	-59	9	10	-2	0	-3	-1	0	-1	-63
CCN(CC)C(=O)c1sc2nc(-c3cccs3)cc(-c3ccc(Cl)cc3)c2c1N	-14	2	-1	-2	4	-23	8	1	-6	28
O=C1NCCCC1C(=O)N/N=C/c1cc([N+](=O)[O-])ccc1O (centres undefined)	9	-2	-7	0	-1	-13	-2	-2	-4	-1
COC(=O)N/N=C(\C)c1ccc(C)c([N+](=O)[O-])c1	0	6	4	-3	0	15	-3	0	-3	-31
O=C(CN1CCC(NC(=O)Cc2ccccc2)CC1)Nc1ccccc1Br	-55	-6	8	0	-8	18	6	-2	1	-29
O=C1c2ccccc2C(=O)N1CCOCCN1C(=O)c2ccccc2C1=O	-17	-4	-10	-3	-32	-16	-2	2	9	7
COc1cccc(-n2ccnc2SCC(=O)Nc2nccs2)c1	-33	0	4	2	4	1	-3	3	0	-73
Cc1ccccc1CSCCNC(=O)COc1ccc(Cl)cc1	0	-2	3	-3	-5	4	6	3	6	-13
N/C(=N\OC(=O)CC1CCCCC1)c1ccncc1	-73	7	·	-1	13	·	1	0	6	-16
COc1ccc(C2(CNC(=O)CCC(=O)O)CCCC2)cc1OC	1	3	-5	-1	1	7	7	-1	10	-6
CCOc1ccc(OCCOCCOc2ccccc2Cl)cc1	0	3	-44	-3	-2	-57	-2	1	-3	5
Nc1ncnc2c1nc(SCCO)n2Cc1ccccc1	6	-12	8	0	1	23	0	4	-6	20

The list goes on:
SMILES	KLF5 inhibitor	IEC-6 tox	HSF1 inh	GSK3A inh	Platelet DG rel	HSF1 activator	HSP90 refold inh	GSK3beta inhib	DYRK1A inh	aSyn 5UTR inh
CC(C)(C)NC(=O)Cn1nnc(-c2ccccc2Cl)n1	-88	-4	8	-2	3	28	4	-3	·	-117
COc1cc(C(=O)OCC(=O)NC(=O)NC2CCCCC2)cc(Cl)c1OC	·	·	0	-1	-3	12	·	0	0	-1
COC(=O)c1ccc(C)c(NC(=O)c2ccc(CN3CCc4ccccc4C3)cc2)c1	5	0	-6	0	-6	6	4	0	5	-6
Cc1cc(C)n(C(=O)c2cccc(S(=O)(=O)N3CCCCC3)c2)n1	2	-1	8	4	?	-6	1	-1	1	6
CCOc1ccccc1C(=O)NCC(=O)Nc1ccc(-c2ccccc2)cc1	-9	7	-5	0	-1	11	2	2	-1	8
COc1cccc(C(O)C2OC(=O)c3ccccc32)c1OC (centres undefined)	·	·	-1	-2	-1	-6	·	2	·	8
CCCc1c2c(cc3c(=O)cc(C(=O)OCC)oc13)CCCC2	-22	-8	2	3	12	0	2	1	2	-10
O=C(COC(=O)c1cc(Br)ccc1O)Nc1cc(S(=O)(=O)N2CCCC2)ccc1Cl	-7	-3	1	·	-12	-3	1	2	6	3
COc1cccc(OCCSc2nc(C)c(Cc3ccccc3)c(=O)[nH]2)c1	5	-1	-7	3	2	7	-3	-3	2	-2
S=C(NCCc1ccccc1)Nc1ccccn1	-42	3	10	9	-9	-7	1	1	-3	-141
COc1ccc(N2CCN(Cc3nc4c(c(=O)n(C)c(=O)n4C)n3CC(C)=O)CC2)cc1	-17	2	-5	-3	10	15	-2	-1	1	0
CCOc1ccc(N(CC)C(=O)COc2cc(=O)n(CC)c3ccccc23)cc1	-44	-1	10	0	1	40	-2	0	2	-8
CCOc1cc(C)nc(NCc2ccccc2)n1	7	-2	8	-2	-2	14	1	-3	-9	-33
COc1ccccc1-n1c(=O)[nH]c2c(C(N)=O)nc(CC(C)C)nc21	-37	2	-4	7	-25	-7	-2	3	-3	17
Cc1ccc(N(CC(N)=O)C2SC(=O)N(C)C2=O)cc1 (centres undefined)	-16	4	2	-3	9	3	2	-3	1	-8
COc1ccc(C[C@H]2CN3C(=NC[C@H]3C)N2CCNC(=O)c2ccc(C)c(Br)c2)cc1	-7	6	-3	2	3	-12	5	-4	-11	11
COC(=O)[C@H](Cc1ccccc1)NC(=O)[C@@H](N)CC(=O)O	·	·	0	2	0	-4	·	2	2	-20
Cc1ccc(CCC(=O)Nc2ccccc2F)s1	-32	2	18	·	18	35	5	1	0	-91
COCC1CCN(C(=O)c2cc(COc3ccc4c(c3)CCCC4)on2)C1 (centres undefined)	-28	3	3	1	-2	4	-1	0	2	-7
